# Compound activity deposited in PubChem by several laboratories.
# Tn6 DDE FP: inhibitors of Tn6 peptide binding to fibrin DD(E), primary screen, biochemical, fluorescence polarization, human fibrin, Tn6 probe; Fibrinogen beta chain (Homo sapiens), P02675; Fibrin DD(E) TRITC-Tn6 fluorescence polarization displacement; inhibition, % at 8.3 µM; hit rate 0.21% among 370,000;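 active = inhibition above a per-campaign cutoff: mean of compounds within control limits plus 3 SD, cut at about 15% in these data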;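 note: 0% = median of all compound wells on the plate and 100% = blocking peptide control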
# GC-B act: human GC-B receptor activators, primary screen, HEK293 GC-B cells, cGMP TR-FRET, EC30 CNP | 0% at EC30 CNP, 100% saturating CNP | activation, % at 10 µM | hit rate 0.11% among 370,000 | AID 1920062, 2024;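 active = activation at 10 µM reaching about 35% in either raw or pattern-adjusted values, limit read from the data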
# rCAG binder: binders of r(CAG) RNA repeats, primary screen, biochemical, fluorescence. r(CAG) RNA repeat, TO-PRO-1 dye displacement fluorescence. inhibition, % at 3 µM. hit rate 1.3% among 370,000;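 active = inhibition above the plate cutoff, the mean of all test compounds on that plate plus 3 SD, cut at about 35% in these data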;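 note: 0% = DMSO alone and 100% = 100 µM mitoxantrone as full dye displacement; higher means more dye released from RNA so lower well fluorescence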
# sPLA2-III inh: human group III sPLA2 inhibitors, primary screen, biochemical, QFRET, BODIPY PC-A2 liposome substrate. Group 3 secretory phospholipase A2 (Homo sapiens), Q9NZ20. QFRET BODIPY PC-A2 liposome hydrolysis, fluorescence. inhibition, % at 12.2 µM. hit rate 0.56% among 370,000;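 active = inhibition above mean plus 3 SD of compounds lying within the high and low control bounds, cut at about 19% in these data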;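 note: 0% = median of test compound wells and 100% = no enzyme DMSO wells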
# GAA850 FXN act: FXN promoter activators, primary screen, cell-based, luciferase luminescence, HEK293 lucGAA850; activation, % at 6 µM; hit rate 0.56% among 360,000; HEK293 lucGAA850 FXN promoter luciferase reporter, 24 h; percent of 10 µM SAHA response;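 active = activation above the average of all compounds screened plus 3 SD, cutoff fixed separately per campaign, cut at about 7.5% in these data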;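 note: 0% = DMSO wells and 100% = 10 µM SAHA wells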
# ADAM10 inh: human ADAM10 inhibitors, primary screen, biochemical, QFRET, HTS | Disintegrin and metalloproteinase domain-containing protein 10 (Homo sapiens), O14672 | hit rate 0.62% among 370,000 | recombinant ADAM10, EDANS/DABCYL FRET peptide cleavage, 3 h | AID 720582, 2013 | inhibition, % at 7 µM;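 active = inhibition above a per-campaign cutoff equal to the mean of compounds falling between control-based bounds plus 3 SD, cut at about 20% in these data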;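 note: 0% = DMSO wells while the 100% control is not disclosed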
# Target sequence (O14672 214-748 limits assumed): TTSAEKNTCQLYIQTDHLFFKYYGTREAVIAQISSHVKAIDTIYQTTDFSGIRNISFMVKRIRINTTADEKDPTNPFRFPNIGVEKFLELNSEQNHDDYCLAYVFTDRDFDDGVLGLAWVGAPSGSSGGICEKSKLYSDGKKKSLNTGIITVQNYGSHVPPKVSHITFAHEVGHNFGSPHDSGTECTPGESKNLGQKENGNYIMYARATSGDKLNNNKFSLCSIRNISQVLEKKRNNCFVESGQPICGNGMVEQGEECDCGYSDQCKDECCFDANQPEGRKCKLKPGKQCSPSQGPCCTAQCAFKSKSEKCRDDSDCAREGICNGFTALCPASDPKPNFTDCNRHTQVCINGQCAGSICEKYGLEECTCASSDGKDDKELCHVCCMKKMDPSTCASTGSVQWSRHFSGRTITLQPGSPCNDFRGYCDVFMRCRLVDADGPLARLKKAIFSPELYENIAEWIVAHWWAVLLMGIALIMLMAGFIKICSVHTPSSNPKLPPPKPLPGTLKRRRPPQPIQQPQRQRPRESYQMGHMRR
# ASAP1 inh: inhibitors of human ASAP1 ArfGAP activity, primary screen, biochemical, fluorescence polarization | Arf-GAP with SH3 domain, ANK repeat and PH domain-containing protein 1 (Homo sapiens), … | ASAP1-stimulated ARF1 GTP hydrolysis, GDP FP detection | inhibition, % at 16.5 µM | hit rate 0.19% among 360,000; in the data active = inhibition above about 25%;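 note: 0% = vehicle with enzyme and substrate and 100% = no enzyme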
# Target sequence (Q9ULH1 325-724 limits assumed): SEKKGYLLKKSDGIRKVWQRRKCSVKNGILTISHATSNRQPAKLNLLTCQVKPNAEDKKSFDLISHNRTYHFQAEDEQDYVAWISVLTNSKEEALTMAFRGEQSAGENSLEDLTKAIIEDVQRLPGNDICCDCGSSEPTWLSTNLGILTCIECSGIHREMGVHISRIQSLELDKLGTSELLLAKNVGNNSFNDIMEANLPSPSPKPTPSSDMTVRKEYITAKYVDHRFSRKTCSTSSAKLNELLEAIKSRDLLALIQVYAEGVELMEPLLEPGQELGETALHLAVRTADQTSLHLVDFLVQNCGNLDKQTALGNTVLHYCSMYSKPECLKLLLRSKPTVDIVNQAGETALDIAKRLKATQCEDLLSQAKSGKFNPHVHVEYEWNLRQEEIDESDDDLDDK
# KLK7 zymogen act: proKLK7 zymogen activators, primary screen, biochemical, fluorescence intensity | hit rate 0.9% among 370,000 | Kallikrein-7 (Homo sapiens), P49862 | purified proKLK7, EDANS-DABCYL substrate fluorescence; 100% is mature enzyme control, 0% vehicle | activation, % at 7 µM;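 active = activation above the mean of all tested compounds plus 3 SD, computed per campaign excluding outliers beyond control limits, cut at about 13% in these data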
# GC-A act: GC-A stimulated cGMP production enhancers – HEK293 GC-A cells, cGMP TR-FRET, EC30 ANP, primary screen | Atrial natriuretic peptide receptor 1 (Homo sapiens), P16066 | 0% at EC30 ANP, 100% saturating ANP | activation, % at 10 µM | hit rate 0.14% among 370,000; in the data active = activation above about 40%
# ARFGAP1 inh: inhibitors of rat ARFGAP1 GAP activity, primary screen, biochemical, fluorescence polarization, GDP tracer; Arfgap1-stimulated ARF1 GTP hydrolysis, GDP FP detection; inhibition, % at 16.5 µM; ADP-ribosylation factor GTPase-activating protein 1 (Rattus norvegicus), Q62848; hit rate 0.26% among 360,000;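 active = inhibition above a per-plate limit, mean inhibition of low control wells plus 3 SD, cut at about 25% in these data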;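 note: 0% = DMSO wells with enzyme and 100% = wells lacking Arfgap1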
# Target sequence (Q62848 1-136 limits assumed): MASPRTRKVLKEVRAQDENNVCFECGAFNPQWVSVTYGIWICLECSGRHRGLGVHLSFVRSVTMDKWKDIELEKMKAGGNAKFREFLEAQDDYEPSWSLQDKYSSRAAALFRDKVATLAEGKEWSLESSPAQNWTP
#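 Material – truncated rat Arfgap1 GAP domain · Buffer or medium – HEPES-based buffer, pH 7.5 · Reagent – human ARF1(Δ1-17)-GTP substrate · Dosing – 16.5 µM single point, 1.26% DMSO · Schedule – GTP hydrolysis reaction 2 h at 25 °C · Technique – GDP detection by fluorescence polarization · Benchmarks – No-Arfgap1 wells (100%) versus DMSO full-reaction wells (0%) · Repeats – single replicate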
# An asterisk follows results filed as active; / = no result given. The order is random; about 4.5% have a hit in one of these screens.
compound	GAA850 FXN act	Tn6 DDE FP	GC-B act	KLK7 zymogen act	ASAP1 inh	GC-A act	sPLA2-III inh	ARFGAP1 inh	rCAG binder	ADAM10 inh
CCS(=O)(=O)N1CCN(c2cccc(C)c2C)CC1	-1.1	-3.6	-2.0	-0.5	2.6	-1.6	2.3	9.6	-0.2	-9.5
O=C(CCc1nnc2ccc(NCc3ccccc3)nn12)NC1CCCCC1	0.9	-0.1	-1.0	-0.1	1.1	-2.3	7.1	1.2	-5.2	-17.4
CC1=N/C(=C\c2ccc([N+](=O)[O-])cc2)C(=O)N1c1ccc(C)c(Cl)c1	/	-0.5	4.5	-0.1	-11.0	-2.8	-5.5	13.4	6.9	4.4
C=CCn1c(SCC(=O)Nc2ccc(F)cc2)nnc1-c1cnccn1	3.8	1.5	-1.3	0.3	2.3	-4.7	4.8	-4.0	-2.3	-11.3
O=C(NCC1CCCO1)c1cc(C(=O)C2CCCCC2)c[nH]1 (stereo not given)	3.0	13.6	-1.1	-0.1	-1.9	-3.2	-7.7	-9.2	-2.6	-1.0
O=[N+]([O-])c1cccc(/C=N/Nc2nc(NCc3ccccc3)nc(N3CCOCC3)n2)c1O	-2.7	-2.2	0.9	-0.5	-1.0	0.1	-4.2	7.5	22.6	3.1
Cc1cc(C)cc(NC(=O)C(=O)NCCCN2CCCC2=O)c1	4.2	5.5	2.2	-0.5	-5.8	-0.1	-4.7	-15.3	-5.8	-0.3
CN(C)CCCn1c(NC(=O)C2CCCCC2)nc2ccccc21	1.9	8.3	-4.7	0.1	-11.1	1.8	1.5	11.5	-3.7	-0.3
O=C(O)CC1(CC(=O)NCc2cccc(Cl)c2)CCCCC1	1.8	-4.7	-0.3	0.3	-11.8	2.6	12.4	14.1	2.8	-1.9
CCOc1ccc(N=Cc2ccccc2O)cc1	0.1	1.7	1.3	0.2	-9.6	5.9	6.1	1.3	3.4	-11.7
Cc1cccc(NC(=S)N(CCc2nc3cc(C)c(C)cc3[nH]2)Cc2cccnc2)c1	1.5	-2.9	-4.5	0.6	-0.1	-8.1	-3.0	-2.0	0.7	3.9
C/C(O)=c1/c(=O)nc2cccc3c2=c1c1ccccc1c3=O	5.0	6.9	6.7	-0.3	2.2	17.2	1.2	4.3	5.2	1.2
COCCNC(=O)CSc1nc(N)c(NC(=O)c2ccccc2F)c(=O)[nH]1	1.3	-7.4	-0.6	0.5	10.1	1.2	3.5	0.5	-0.4	8.4
O=C(CCn1c(=S)oc2ccccc21)NC1CCCCCCC1	-1.4	-0.1	-7.1	0.4	3.4	-6.6	5.6	1.6	-0.4	2.8
O=C(CN(Cc1ccc(Br)cc1)S(=O)(=O)c1ccccc1)NCc1ccccn1	3.2	1.6	-7.2	0.5	6.1	-2.5	-3.8	-1.3	-6.1	-0.6
COC1CCCN(C(=O)c2ccc3nc(Cc4cccc(Cl)c4)oc3c2)C1 (stereo not given)	1.1	-3.5	-1.3	-0.3	-14.5	4.8	-23.1	-13.1	-5.5	-8.2
O=C(N/N=C\c1ccc(-c2ccccc2[N+](=O)[O-])o1)C1COc2cc3ccccc3cc2O1 (stereo not given)	0.5	-0.4	-5.6	-1.4	10.9	0.8	-15.1	4.9	19.7	12.5
NNC(=O)c1ccc(Cn2cccn2)o1	2.8	10.6	6.5	-0.6	1.1	3.9	-2.0	3.5	2.0	-4.6
O=C(C1=C(Nc2ccccc2)c2ccccc2S(=O)(=O)N1)c1ccccc1	3.1	2.7	-2.0	-1.2	2.9	0.3	6.9	7.8	18.9	-6.0
Cc1ccc(C2=NC3(CCCC3)NC2=S)cc1	4.5	-13.8	-0.7	-0.6	-5.6	-5.0	11.9	1.8	-3.3	3.8
CCCCN1C=CC(=C2N=c3cccc([N+](=O)[O-])c3=N2)C=C1	0.2	0.2	7.8	-0.3	10.0	0.9	4.3	-3.9	-1.9	-2.9
CCSc1nnc(CNc2ccc(C)cc2)n1C	2.7	-11.3	2.5	0.2	13.0	-0.4	15.2	22.9	-4.6	4.8
CCC1(C)Cc2c(sc3[nH]c(=O)[nH]c(=O)c23)CS1 (stereo not given)	-3.2	-0.1	3.2	1.3	-6.2	-3.0	4.6	2.7	7.4	-438.7
CCOc1cc(/C=N/NC(=O)CNc2cccc(C)c2)ccc1OC(=O)c1ccccc1	1.6	-0.4	0.2	0.1	-12.0	-3.7	-3.7	7.7	7.5	25.0*
COc1ccccc1N1CCN(C2CC(=O)N(c3ccc(Cl)cc3)C2=O)CC1 (stereo not given)	2.8	4.0	1.1	-0.4	-1.3	2.6	-3.1	-0.5	-1.6	1.4
COc1ccc([N+](=O)[O-])cc1NC(=O)c1cccs1	-0.8	5.2	-2.2	0.0	0.3	6.4	2.1	-4.1	0.6	-7.7
O=C(c1c[nH]c2ccc(S(=O)(=O)N3CCOCC3)cc2c1=O)N1CCCC1	0.2	-0.1	3.8	-22.1	-5.6	5.5	5.0	-4.5	2.6	-186.8
CC1CC(C)CN(CCCNC(=O)Cn2ncc3c(=O)oc4ccccc4c32)C1 (stereo not given)	-3.7	-1.5	-5.0	-0.3	-17.6	-7.1	-5.5	-11.9	3.4	-3.6
Cc1cc(C)c2sc(N(CCN(C)C)C(=O)c3cc(Cl)sc3Cl)nc2c1	-0.9	3.4	-19.7	-0.1	8.0	-24.9	5.2	7.7	5.8	-3.2
CC1CCN(c2c(NCC3CCC(C(=O)NCc4ccc(F)cc4)CC3)c(=O)c2=O)CC1 (stereo not given)	1.7	-6.4	-1.8	0.4	15.5	-0.6	10.8	4.8	-5.1	-3.7
CC1(c2ccc3c(c2)OCCO3)NC(=O)N(CC(=O)Nc2ccccc2SCC#N)C1=O (stereo not given)	1.9	-6.2	0.7	-0.5	6.6	-2.1	12.0	-16.1	5.4	-10.4
CC(=O)c1ccc(OCC(=O)NC(=O)NC2CCCCC2)cc1	-0.7	9.0	4.2	0.6	2.1	0.0	-2.6	3.0	-4.6	-1.3
Cc1ccc(C)c(C(=O)COC(=O)c2cc(S(=O)(=O)N3CCOCC3)ccc2F)c1	-1.9	-5.6	8.9	0.0	-6.8	6.9	4.0	7.1	3.4	-7.1
O=C(CSc1nnc(NC(=O)C2CC2)s1)Nc1ccc(F)cc1	2.9	-3.4	3.2	1.2	-4.9	-1.4	-4.4	0.7	3.2	0.4
CC(C)CN1CCC(=O)N([C@H](CO)Cc2ccccc2)CC1	1.3	2.5	2.2	0.1	-0.9	-2.0	2.3	8.7	-7.2	3.6
CCOC(=O)[C@H]1[C@H]2COc3ccc(OC)cc3[C@@H]2N2C(=O)c3cc(F)c(F)cc3NC(=O)[C@@]12C	-0.8	2.6	-0.3	0.2	13.5	3.8	-6.0	6.4	-3.6	-3.0
N#Cc1ccsc1NC(=O)COC(=O)c1ccc(Br)o1	3.3	-4.5	-2.1	-0.4	-4.5	2.5	-4.8	6.4	27.9	-4.1
COc1ccc(OC)c(CN2CCN(C(=O)c3ccc(S(=O)(=O)N4CCCCCC4)cc3)CC2)c1	-3.8	0.6	2.9	0.7	-2.6	3.1	-9.6	-2.8	1.8	3.5
CCOc1ccc(N=Nc2c(N)[nH][nH]c2=O)cc1	3.9	-1.1	-9.8	0.1	-2.3	-8.3	2.2	-2.9	3.5	2.1
CN(C)CCCNC(=O)c1cc2c3ccccc3n(C)c2s1	2.4	-2.6	-3.7	-0.2	-2.4	2.4	-1.4	4.9	6.5	-60.0

# Record cards, as listed above:
# CN(C)CCCNC(=O)c1cc2c3ccccc3n(C)c2s1 as listed: GAA850 FXN act: 2.4; Tn6 DDE FP: -2.6; GC-B act: -3.7; KLK7 zymogen act: -0.2; ASAP1 inh: -2.4; GC-A act: 2.4; sPLA2-III inh: -1.4; ARFGAP1 inh: 4.9; rCAG binder: 6.5; ADAM10 inh: -60.0
# CC(=O)c1ccc(OCC(=O)NC(=O)NC2CCCCC2)cc1 as listed: GAA850 FXN act: -0.7; Tn6 DDE FP: 9.0; GC-B act: 4.2; KLK7 zymogen act: 0.6; ASAP1 inh: 2.1; GC-A act: 0.0; sPLA2-III inh: -2.6; ARFGAP1 inh: 3.0; rCAG binder: -4.6; ADAM10 inh: -1.3

# (further entries)
compound	GAA850 FXN act	Tn6 DDE FP	GC-B act	KLK7 zymogen act	ASAP1 inh	GC-A act	sPLA2-III inh	ARFGAP1 inh	rCAG binder	ADAM10 inh
C#CCN(C[C@@H]1[C@@H](OC(=O)NCc2ccccc2F)[C@@H](OC(=O)NCc2ccccc2F)CN(C(=O)OC(C)C)N1C(=O)OC(C)C)S(=O)(=O)c1ccc(C)cc1	-4.3	8.1	1.1	-0.4	8.4	-0.1	-18.9	-0.4	13.9	15.2
Cn1c(CNC(=O)CNC(=O)Cc2ccc(Cl)cc2)cc(=O)n(C)c1=O	-0.4	3.2	-2.1	0.4	2.9	0.6	1.7	-1.3	2.1	11.1
O=C(Cc1ccccc1)N/N=C/c1cc(Br)cc(Br)c1O	1.4	-2.2	1.2	-2.2	-3.2	3.9	12.3	0.1	11.1	-6.1
Cc1nn(-c2cccc(Cl)c2)c(Cl)c1/C=N/NC(=O)c1cccnc1	1.4	-6.0	-4.5	-0.4	5.7	4.3	-5.1	1.4	-2.5	-4.2
Cc1cc(C)cc(-n2ccnc2SCC(=O)O)c1	0.6	9.3	-5.1	-0.3	-9.5	-1.9	-1.7	-8.7	1.8	3.0
CCOC(=O)c1c(NC(=O)C2C3C=CC(C3)C2C(=O)O)sc2c1CCC(C)C2 (stereo not given)	3.5	-0.8	0.6	-0.8	-11.2	-2.9	-25.0	2.4	33.8	-20.9
COc1cc(C(=O)COC(=O)c2ccc([N+](=O)[O-])o2)cc(OC)c1OC	-0.6	2.3	-2.5	0.6	-1.8	-0.7	4.9	-1.5	4.3	-14.4
COc1cccc(CCC(=O)N2CCC(n3nccc3NC(=O)CC(C)C)CC2)c1	-0.1	5.4	-0.4	0.8	-2.9	2.9	-5.2	-7.3	-3.6	-3.8
O=[N+]([O-])c1ccc(S(=O)(=O)N(CCCN2CCOCC2)Cc2cccs2)cc1	0.7	0.9	1.3	-0.7	-11.2	-3.3	0.9	-4.0	-6.1	2.6
CCCCn1c(-c2ccc(Br)cc2F)nc2c1c(=O)[nH]c(=O)n2CC(C)C	0.8	-4.3	2.8	-0.1	11.7	-10.1	10.1	-5.7	-0.6	-5.5
COc1cc(N)c(Cl)cc1C(=O)NC1CCN(Cc2ccccc2)CC1	-0.5	-14.5	3.5	-0.1	13.6	-2.3	-0.3	14.4	0.2	-10.7
